# HCV NS3 hel inh – HCV NS3 helicase inhibition. inhibition, % at 10.9 µM. NS3 helicase DNA unwinding, Cy5 molecular beacon fluorescence. 290,000 compounds, 0.56% hits;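 active = inhibition above the mean of all tested compounds plus 3 SD, set per campaign, cut at about 35% in these data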;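 note: 0% = DMSO wells and 100% = thioflavine S control wells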
#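 Measured by: Cy5 fluorescence, 0 and 60 min reads / Assay system: NS3 helicase fragment of HCV / Control set: low DMSO, high thioflavine S at 110 µM / Times: 1 h reaction at 25 °C, ATP-initiated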
# p-CIP stab down – lowers stability of the mouse p/CIP coactivator protein. F442A p/CIP-EGFP cells, EGFP fluorescence, 16 h. 290,000 compounds, 0.01% hits. decrease of EGFP signal, % at 10 µM. AID 1984;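 active = EGFP signal decrease of at least 30% at 10 µM or well 3 SD below plate mean, unless failing retest; inactive = the rest, including hits failing retest or dose response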; note: some compounds called inactive have numbers as strong as hits; many of its hits are not listed in these tables
# MEKK3 PB1 HTS – raises or lowers MEK5 binding to the human MEKK3 PB1 domain. binding response (% of control), % at 10 µM. AID 1529. Q99759. 290,000 compounds, 1.4% hits. bead-based flow cytometry, Alexa488-MEK5 binding to MEKK3; actives lie on both sides; 0 = blocked by unlabeled MEK5, 100 = vehicle;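 active = binding response more than 3 SD above or below the average of its plate-row segment, actives on both sides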;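 note: Alexa488 bead fluorescence after subtracting the streptavidin-only scavenger bead signal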
# Target sequence (Q99759 whole entry, looked up, the tested form may be a part): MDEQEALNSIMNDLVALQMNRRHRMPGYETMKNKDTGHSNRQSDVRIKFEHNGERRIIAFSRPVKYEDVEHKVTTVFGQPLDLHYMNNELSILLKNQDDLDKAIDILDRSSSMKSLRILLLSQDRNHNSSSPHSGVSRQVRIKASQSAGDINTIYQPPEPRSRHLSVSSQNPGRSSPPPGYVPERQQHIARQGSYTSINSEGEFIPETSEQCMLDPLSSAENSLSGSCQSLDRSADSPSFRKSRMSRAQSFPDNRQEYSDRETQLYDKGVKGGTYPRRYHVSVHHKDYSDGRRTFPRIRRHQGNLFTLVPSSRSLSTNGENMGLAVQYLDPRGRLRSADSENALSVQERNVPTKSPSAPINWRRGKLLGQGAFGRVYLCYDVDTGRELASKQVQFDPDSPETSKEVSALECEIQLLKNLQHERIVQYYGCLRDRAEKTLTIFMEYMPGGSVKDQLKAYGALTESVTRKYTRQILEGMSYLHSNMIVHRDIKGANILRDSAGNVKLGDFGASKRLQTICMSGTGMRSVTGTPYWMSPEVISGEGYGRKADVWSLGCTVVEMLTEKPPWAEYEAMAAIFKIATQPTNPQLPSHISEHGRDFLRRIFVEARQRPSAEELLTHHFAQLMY
# IMP-1 inh – inhibitors of Pseudomonas aeruginosa IMP-1 metallo-beta-lactamase; purified IMP-1, nitrocefin hydrolysis, epi-absorbance fluorescence; inhibition, % at 5.6 µM; AID 1556; 290,000 compounds, 0.45% hits;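 active = inhibition above the mean plus 3 SD of all compounds in the same screening run, cut at about 4.5% in these data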;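 note: 0% = IMP-1 with DMSO and 100% = DMSO wells lacking enzyme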
#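 Material – recombinant IMP-1 enzyme, purified · Amount – IMP-1 0.2 nM before substrate addition · Medium – HEPES buffer pH 7.1 with ZnSO4 and Brij 35 · Timing – 25 °C, 15 min preincubation, 25 min reaction · Measured by – plate fluorescence quenching by hydrolysis product, ex 480/em 530 nm · Read-out – percent enzyme inhibition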
# IDE cell activ – IDE (human) activation, cell-based; activation, % at 5.96 µM; 340,000 compounds, 0.073% hits; HEK cells, FAbeta-B cleavage, fluorescence polarization; 0% vehicle, 100% cell-free pure enzyme wells; AID 493087;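 active = activation above the mean of all tested compounds plus 3 SD, set per screening campaign, cut at about 17% in these data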
# FID counter – displaces DNA intercalator in HCV helicase counter-screen. 290,000 compounds, 0.17% hits. inhibition, % at 7.9 µM. AID 1845. DNA fluorescent intercalator displacement, fluorescence; in the data active = inhibition above about 37%;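 note: 0% = vehicle and 100% = reference compound; higher means more ethidium bromide displaced from hairpin DNA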
# VIM-2 inhibitor – inhibitors of Pseudomonas aeruginosa VIM-2 metallo-beta-lactamase. inhibition, % at 5.6 µM. AID 1527. purified VIM-2, nitrocefin hydrolysis, epi-absorbance fluorescence. 290,000 compounds, 0.89% hits;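 active = inhibition above the mean of all tested compounds plus 3 SD, cutoff set per screening run, cut at about 7.5% in these data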;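 note: red hydrolysis product quenches plate fluorescence so inhibitors raise well fluorescence; 0% = enzyme with DMSO and 100% = DMSO without enzyme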
# PHOSPHO1 block – inhibitors of human PHOSPHO1 phosphatase; inhibition, % at 13.3 µM; recombinant PHOSPHO1, absorbance phosphatase assay; 290,000 compounds, 1.1% hits; in the data active = inhibition above about 60%
# Target sequence (Q8TCT1 whole entry, looked up): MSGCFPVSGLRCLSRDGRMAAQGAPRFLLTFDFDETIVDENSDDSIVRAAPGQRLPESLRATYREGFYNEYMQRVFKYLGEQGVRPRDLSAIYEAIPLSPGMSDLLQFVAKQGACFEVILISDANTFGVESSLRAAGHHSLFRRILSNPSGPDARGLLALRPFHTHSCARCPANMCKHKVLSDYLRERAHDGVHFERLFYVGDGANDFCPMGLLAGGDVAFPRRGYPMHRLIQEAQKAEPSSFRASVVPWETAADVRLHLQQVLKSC
# UBC9 SUMO inh – SUMOylation inhibition. P63279. HTRF SUMOylation assay, SAE1/SAE2 + UBC9, in vitro. inhibition, % at 35 µM. 290,000 compounds, 0.36% hits. AID 2006; in the data active = inhibition above about 50%, passing the limit was not always enough; note: strong numbers were not always called active
# Target sequence (P63279 whole entry, looked up): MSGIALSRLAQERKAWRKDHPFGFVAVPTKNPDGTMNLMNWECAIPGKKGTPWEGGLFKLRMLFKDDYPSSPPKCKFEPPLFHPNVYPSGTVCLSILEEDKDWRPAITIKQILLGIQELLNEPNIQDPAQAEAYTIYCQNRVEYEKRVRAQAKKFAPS
# * marks the source's active call; other numbers are inactive results; nt = no result given.
SMILES,HCV NS3 hel inh,p-CIP stab down,MEKK3 PB1 HTS,IMP-1 inh,IDE cell activ,FID counter,VIM-2 inhibitor,PHOSPHO1 block,UBC9 SUMO inh
CCCCN(C(=O)c1cccc(S(=O)(=O)N2CCOCC2)c1)c1c(N)n(CCC)c(=O)[nH]c1=O,5,-15,102,-0.6,2,-3,0.0,2,-4
COc1ccc2[nH]c(C(=O)N3CCC(CO)(Cc4cccc(C(F)(F)F)c4)CC3)c(C)c2c1,-17,9,106,-1.7,-1,-18,-1.4,nt,10
CCO[C@H]1OC(C(N)=O)=C[C@@H](C2CCCCC2)[C@@H]1CCCO,-2,0,101,0.1,2,-15,-1.4,43,12
CCOC(=O)c1ccc(Oc2nc(SC)nc(N(C)C)n2)cc1,-7,-2,91,-3.1,0,-6,2.3,7,8
COc1ccccc1C(=O)N1c2ccccc2Sc2ccccc21,-9,-8,99,-3.5,-2,-31,1.4,7,22
CCOC(=O)N1CCC2(CC1)C(C#N)=C(N)OC1=C2C(=O)CCC1,-21,-15,95,-2.3,9,4,-1.7,-1,15
Oc1cncc(Cc2ccccc2)c1,0,3,109,-1.2,0,-1,-0.2,-8,8
O=C(Nc1cccc(S(=O)(=O)NC2=NCCCCC2)c1)C1COc2ccccc2O1 (stereo not given),15,-16,nt,-1.7,-3,-19,-0.3,37,10
COC(=O)Nc1nc2c(s1)CCCC2,5,2,99,-2.2,6,-1,0.2,-8,-5
O=C(/C=C/c1ccc(S(=O)(=O)N2CCOCC2)cc1)N1CCN(c2ccc(F)cc2)CC1,0,2,88,-3.1,0,-23,-3.2,8,0
COc1cc(C(C(=O)NC2CCCCC2)N(Cc2cccs2)C(=O)Cc2c[nH]c3ccccc23)cc(OC)c1OC (stereo not given),7,-18,100,-0.6,1,-16,-2.5,13,15
Cc1cccc(C(=O)N2CCc3cc(-c4nc(NC(=O)Cn5nnc6ccccc6c5=O)sc4C)ccc32)c1,11,-12,104,-4.1,nt,-3,-1.0,-4,12
O=c1c2[nH]c3ccccc3c2nc2n1CCCS2,3,2,105,-1.9,nt,2,-0.2,-10,10
CSCCC(NC(=O)c1ccc(Cl)cc1Cl)C(=O)NNC(=O)c1csc(N2CCOCC2)n1 (stereo not given),8,3,101,-2.5,4,-38,-1.0,43,15
COc1ccccc1N1C(=O)c2cccnc2C1=O,3,-10,98,-1.0,2,-6,-1.2,-26,18
COC(OC)c1ccnc(SCc2ccccc2Cl)n1,-11,-20,97,-1.4,-1,-9,-1.0,40,9
O=C(O)CSc1nnc(NC(=O)c2ccc3c(c2)OCO3)s1,-7,4,102,-2.5,8,-4,-2.2,19,17
Cc1ccc(NC(=O)c2ccc(F)cc2F)cc1NS(C)(=O)=O,0,-10,102,-1.6,nt,-2,-2.1,32,13
CCc1nnc(NC(=O)C(C)C)s1,4,2,103,0.1,6,-4,-2.6,0,-7
COc1ccc(C(O)(CCc2ccccc2)CCN2CCCCC2)cc1 (stereo not given),-14,-2,98,-3.4,nt,18,-3.3,-10,-6
O=C(Nc1ccccc1)Nc1ccc(C(=O)N2CCCC2)cc1,-7,-7,104,-1.6,1,-10,-2.3,39,-5
CNC(=S)Nc1cccc([N+](=O)[O-])c1,-3,0,98,-3.0,-7,2,1.0,-6,5
CN(CC(=O)Nc1ccccc1Cl)C(=O)CSc1nnc(-c2ccco2)o1,-3,6,101,-2.4,2,-7,-0.7,5,-1
CCN(CC)CCCNC(=O)Cn1nc([N+](=O)[O-])c(Cl)c1C,-7,-8,97,-1.2,-6,11,-3.8,20,23
COc1ccc(OC)c(NC(=O)Cn2cccc2)c1,-8,4,98,-1.0,6,-6,-1.5,15,24
O=C(CSc1nccc(=O)[nH]1)Nc1cccc2ccccc12,6,-10,99,-2.5,0,-4,0.6,22,2
CSCCC(NS(=O)(=O)c1ccc2c(c1)oc(=O)n2C)C(=O)NCc1ccc(C)cc1 (stereo not given),-3,2,95,-1.8,8,-1,-2.3,27,10
CCCCn1c(SCC(=O)NNC(=O)c2ccco2)nnc1-c1ccco1,-4,-1,82,1.4,nt,-13,3.5,-8,4
CCOC(=O)CN=C(NS(=O)(=O)c1ccc(Cl)cc1)c1ccccc1,-8,-21,108,-1.2,2,-8,-2.1,31,5
CCCOc1cccc(C2C(C(=O)c3cccs3)=C(O)C(=O)N2CCN2CCOCC2)c1 (stereo not given),-3,1,105,-0.3,5,-41,0.5,38,14

# Next part; the last four above are carried over.
SMILES,HCV NS3 hel inh,p-CIP stab down,MEKK3 PB1 HTS,IMP-1 inh,IDE cell activ,FID counter,VIM-2 inhibitor,PHOSPHO1 block,UBC9 SUMO inh
CSCCC(NS(=O)(=O)c1ccc2c(c1)oc(=O)n2C)C(=O)NCc1ccc(C)cc1 (stereo not given),-3,2,95,-1.8,8,-1,-2.3,27,10
CCCCn1c(SCC(=O)NNC(=O)c2ccco2)nnc1-c1ccco1,-4,-1,82,1.4,nt,-13,3.5,-8,4
CCOC(=O)CN=C(NS(=O)(=O)c1ccc(Cl)cc1)c1ccccc1,-8,-21,108,-1.2,2,-8,-2.1,31,5
CCCOc1cccc(C2C(C(=O)c3cccs3)=C(O)C(=O)N2CCN2CCOCC2)c1 (stereo not given),-3,1,105,-0.3,5,-41,0.5,38,14
CC(=O)NC1=NC(=O)/C(=C/c2cc(C)n(-c3ccc(NC(C)=O)cc3)c2C)S1,19,-3,101,-2.1,-9,-18,-1.1,-15,5
O=C(Nc1ccc(O)c(-c2nc3ccccc3s2)c1)C1=COCCO1,-3,-6,105,-3.8,0,-1,-0.8,2,39
Cc1ccc(Cn2c(CN3CC(C)OC(C)C3)nc3c2c(=O)[nH]c(=O)n3C)cc1 (stereo not given),14,-2,105,-0.3,6,-33,-0.1,18,6
CCN(CC)S(=O)(=O)c1ccc(N2CCc3ccccc3C2)nc1,-11,-10,103,-1.2,1,-17,3.5,43,8
Cc1ccc(CN2CCC(CNC(=O)Nc3ccccc3F)CC2)cc1,-8,1,100,-1.7,3,6,-1.7,18,-4
C/C(=N\NC(=O)CSc1nc2ccccc2o1)c1cccc(O)c1,11,-8,103,-3.3,0,-3,-4.1,-2,5
O=C(CCS(=O)(=O)c1ccc(Br)cc1)Nc1ccccn1,10,-9,98,-5.2,3,-7,-1.9,-16,2
CC(=O)N1CCCN(Cc2cn(-c3cc(C)ccc3C)nc2-c2ccccc2)CC1,-2,-7,97,-3.7,-1,-4,-3.4,40,15
COc1cccc(C(=O)NNC2OC(CO)C(O)C2O)c1 (stereo not given),-2,8,103,-1.6,5,-2,-2.3,4,-10
O=C(N/N=C/c1ccc(Br)s1)c1cccnc1,-4,-4,80,-2.1,1,1,-1.2,54,-24
COc1cc(CN(C2CCCCC2)S(=O)(=O)c2ccc(S(=O)(=O)N(C)C3CCCCC3)cc2)cc(OC)c1OC,-11,2,95,-2.2,3,-22,-0.6,4,-11
CC(=O)Nc1ccc(NC(=O)CSc2nnc(-c3cc(C)[nH]n3)n2N)cc1,4,-1,101,-4.1,10,-2,-1.4,44,5
Nc1scc[n+]1Cc1cccc2cccnc12,-13,-3,108,-1.9,3,1,-2.4,38,9
Cc1ccc(C2(c3noc(CN(C)Cc4ccccn4)n3)CCCC2)cc1,-10,-12,88,0.3,-6,-28,-1.1,14,13
Cc1ccc2cc(COC(=O)C3CCCO3)c(=O)[nH]c2c1 (stereo not given),8,8,82,-2.4,1,-4,-1.3,2,-25
Cc1ccc2oc(C(=O)NCC3CCOCC3)c(C)c2c1,-2,-4,109,-4.0,0,-25,-3.9,33,6
O=C(Cc1n[nH]c(=O)[nH]c1=O)N/N=C/c1cccc(O)c1,6,7,96,0.3,1,1,-0.8,2,7
O=C(N/N=C/c1cccnc1)c1cccc(NC(=O)c2ccccc2Cl)c1,-5,1,100,-2.3,2,-22,-2.7,12,4
COc1ccc(S(=O)(=O)N2CCOC2CNC(=O)C(=O)NCCCN(C)C)cc1C (stereo not given),-9,-24,105,-2.9,3,2,-1.4,30,10
Cc1ccc(NS(=O)(=O)c2cccc(C(=O)NCCc3c[nH]c4ccccc34)c2)c(C)c1,-1,-23,99,-3.0,3,-16,2.3,6,-28
O=C1c2ccccc2C(=O)N1CN(C(=O)c1ccccc1)c1ccc(O)cc1,-3,-1,102,-0.8,2,-8,-2.2,-7,4
CC1CCCC(C)N1CCNC(=O)CCn1nc(-c2ccccc2)ccc1=O (stereo not given),0,-4,nt,0.2,1,15,-0.8,-4,2
CCOC(=O)c1c(C)[nH]c(C)c1S(=O)(=O)N1CCN(C(=O)c2ccco2)CC1,3,5,100,-3.3,3,-3,-1.1,33,-3
O=C(Nc1ccc(N2CCCC(O)C2)cc1)c1snc2c(=O)[nH]cnc12 (stereo not given),0,-2,101,-4.3,5,2,-0.1,16,15
Cc1nn(-c2ccccc2)c(Cl)c1/C=C1\SC(=S)N(C)C1=O,-11,8,94,-1.0,6,6,-1.1,24,0
COc1cc(NC(=O)COc2ccc(C)c(C)c2)ccc1NC(=O)c1ccco1,25,3,100,-3.9,2,-38,-3.5,-12,21
CS(=O)(=O)c1nc(-c2ccccc2)c(-c2ccccc2)[nH]1,-2,-5,99,-1.3,3,-1,-0.2,-24,16
Cc1cccc(NC(=O)C[n+]2cccc(C)c2)c1,-7,-9,106,-4.7,0,4,-1.4,3,5
Cc1noc(C)c1COc1ccc(C(=O)OCC(=O)Nc2cccc(S(=O)(=O)N3CCOCC3)c2)cc1,-6,0,103,-3.3,2,-16,1.4,-10,-15
COCCN(C(=O)CCC(=O)Nc1nccs1)C(C(=O)NC(C)(C)C)c1ccc(F)cc1 (stereo not given),6,-8,104,-2.7,-4,-28,-1.4,18,14
Cc1ccc(Nc2nc3ccccc3n3nnnc23)cc1,7,-7,99,-3.7,3,-1,-0.9,45,26
O=C(Nc1cccc(Cl)c1)c1cnn2cccnc12,-3,-2,102,-2.8,5,-7,-0.5,18,-14
COc1cc(C2SCC(=O)N2CCCN(C)C)cc(OC)c1OC (stereo not given),2,-8,107,-5.5,0,12,-3.5,3,8
COc1ccc(C)cc1Nc1cc(C)nc2ncnn12,5,0,116,-2.1,2,-2,3.6,-4,6
CCc1cccc(NC(=O)c2cc(S(=O)(=O)N(C)C)ccc2N2CCCC2)c1,-6,1,109,-3.9,3,-28,-2.4,32,8
COc1ccc(-c2nc3ccccc3nc2-c2ccc(OC)c(OC)c2)cc1OC,1,-9,107,-1.2,6,-14,-1.0,19,4
O=C1c2ccccc2C(=O)N1c1ccc(Cl)cc1,9,-8,97,-3.8,nt,1,-5.8,-11,14
CC(C)c1ccc(N(C(=O)CNC(=O)c2ccco2)C(C(=O)NC2CCCC2)c2ccncc2)cc1 (stereo not given),1,-10,103,-4.3,1,-47,-2.5,16,2
COC(=O)C(NC(=O)c1ccccc1)(Nc1cc(C)cc(C)n1)C(F)(F)F (stereo not given),-3,-1,126*,-8.3,1,0,-6.6,13,14
O=C1c2ccccc2-c2cccc(NS(=O)(=O)c3ccc(C(F)(F)F)cc3)c21,0,-9,100,-1.3,-21,-3,-0.3,22,2
Cc1ccc(NC(=O)c2c(Cl)n(C)c3ccccc23)cc1,-9,3,nt,-1.0,3,-6,0.9,51,-7

# These rows are one share of the data; the hit share may differ from the screen's.
